CIT2-GFP yeast: yeast TOR pathway CIT2-GFP modulation. S. cerevisiae CIT2-GFP strain, flow cytometry, 3 h; 100 means same as DMSO wells. GFP response vs DMSO, % at 10 µM. 320,000 compounds, 0.065% hits. AID 2029;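 active = GFP response relative to DMSO above a set limit, near the screen mean plus 3 SD, cut at about 150% in these data; inconclusive = Fewer than 70 cells measured for a yeast strain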;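 also: ratio of well median GFP fluorescence to mean of DMSO wells on the plate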
MCL1-BIM inh: inhibitors of human MCL1 binding to BIM-BH3 peptide; Q07820; GST-MCL1 / FITC-Bim-BH3 fluorescence polarization; inhibition, % at 10.9 µM; 320,000 compounds, 0.68% hits; AID 2057;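 active = inhibition above the mean inhibition of all tested compounds plus 3 SD, set per campaign, cut at about 40% in these data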;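 also: 0% = DMSO wells and 100% = unlabeled Bim-BH3 peptide control; higher means more loss of mP so more displacement of Bim peptide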
Target sequence (Q07820 whole entry, looked up): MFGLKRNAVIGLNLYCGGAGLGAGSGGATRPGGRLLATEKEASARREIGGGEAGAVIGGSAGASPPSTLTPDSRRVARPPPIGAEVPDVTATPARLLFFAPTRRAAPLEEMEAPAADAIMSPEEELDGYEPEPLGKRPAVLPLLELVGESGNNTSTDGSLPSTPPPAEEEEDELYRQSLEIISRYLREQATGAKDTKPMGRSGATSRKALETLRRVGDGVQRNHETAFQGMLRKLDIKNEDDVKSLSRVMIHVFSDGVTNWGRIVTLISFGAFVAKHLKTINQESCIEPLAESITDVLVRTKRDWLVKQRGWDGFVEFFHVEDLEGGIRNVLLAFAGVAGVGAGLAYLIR
GRK2 inh: blocks RNA aptamer binding to human GRK2; P25098; bead flow cytometry, FAM-aptamer displacement from GRK2; inhibition of aptamer binding, % at 10 µM; 330,000 compounds, 0.59% hits; AID 488847;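 active = inhibition of aptamer binding above 40%, roughly 3 SD of noise, on plates passing a quality check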;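 also: median bead fluorescence of bound FAM aptamer so fluorescent compounds give negative values; no value below 0 was filed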
AGP1 TOR yeast: yeast TOR pathway AGP1-GFP modulation. AID 2066. 320,000 compounds, 0.02% hits. GFP response vs DMSO, % at 10 µM. S. cerevisiae AGP1-GFP multiplex flow cytometry, 3 h; GFP as percent of DMSO wells;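 active = GFP response relative to DMSO above a set limit, near screen average plus 3 SD, cut at about 150% in these data; inconclusive = fewer than 70 cells counted for the yeast strain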;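 also: median GFP channel fluorescence of the gated AGP1 strain per well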
BCLXL inh: Bcl-xL (human) inhibition; Q07817; GST-Bcl-xL / FITC-Bim BH3 peptide fluorescence polarization; inhibition, % at 10.9 µM; 320,000 compounds, 0.7% hits; AID 2129;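 active = inhibition above the mean of all tested compounds plus 3 SD, cutoff set per campaign, cut at about 30% in these data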;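 also: 0% = DMSO wells and 100% = unlabeled Bim-BH3 peptide competitor; inhibitors lower millipolarization by displacing the labeled peptide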
Target sequence (Q07817 whole entry, looked up): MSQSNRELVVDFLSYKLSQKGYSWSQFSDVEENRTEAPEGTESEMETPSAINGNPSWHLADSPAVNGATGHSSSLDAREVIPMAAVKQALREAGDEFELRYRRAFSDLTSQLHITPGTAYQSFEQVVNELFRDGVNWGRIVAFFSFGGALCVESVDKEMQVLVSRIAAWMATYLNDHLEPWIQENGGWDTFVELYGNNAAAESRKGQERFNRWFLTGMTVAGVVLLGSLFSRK
MEX-5 binding: C. elegans MEX-5 TCR-2 RNA binding activity; Q9XUB2; activity score (negative = inhibition of binding), % at 10 µM; AID 1832; MEX-5/FITC-TCR2 RNA binding, fluorescence polarization; active compounds read low; 300,000 compounds, 0.38% hits;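 active = inhibition past about -25% in most replicates, and total fluorescence under double the plate's negative control median, limit read from the data; inconclusive = replicates evenly split on the limit, or fluorescence at least double controls; inactive = too little inhibition in most replicates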;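 also: 0% = DMSO and -100% = 5 µM competing unlabeled TCR2 RNA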
Target sequence (Q9XUB2 whole entry, looked up): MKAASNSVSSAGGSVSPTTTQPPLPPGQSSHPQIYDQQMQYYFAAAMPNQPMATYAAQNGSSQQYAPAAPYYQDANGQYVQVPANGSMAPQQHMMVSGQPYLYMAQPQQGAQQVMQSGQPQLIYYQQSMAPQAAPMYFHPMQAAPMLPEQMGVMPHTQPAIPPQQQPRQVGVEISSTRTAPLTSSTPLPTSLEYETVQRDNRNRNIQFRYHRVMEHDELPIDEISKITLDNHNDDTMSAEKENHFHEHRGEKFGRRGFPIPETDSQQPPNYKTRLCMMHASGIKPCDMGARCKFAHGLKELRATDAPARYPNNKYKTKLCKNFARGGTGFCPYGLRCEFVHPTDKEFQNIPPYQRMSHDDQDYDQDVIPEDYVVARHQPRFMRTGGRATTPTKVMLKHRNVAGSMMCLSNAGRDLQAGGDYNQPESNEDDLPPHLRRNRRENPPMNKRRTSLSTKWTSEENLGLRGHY
VLA-4 inh: inhibition in a human VLA-4 binding assay; P13612; VLA-4 expressing cells, ligand binding flow cytometry; inhibition, % (about 7 µM as worked out from the volumes in the protocol); 330,000 compounds, 0.2% hits; in the data active = inhibition above about 50%
GLD-1 RNA inh: GLD-1-TGE RNA interaction inhibition (C. elegans) | 320,000 compounds, 0.44% hits | inhibition, % at 5.96 µM | AID 2280 | purified GLD-1 + fluorescein TGE RNA, fluorescence polarization;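 active = percent inhibition above a per-plate cutoff, the plate mean of test compounds plus 3 SD, cut at about 30% in these data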;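 also: 0% = DMSO wells with GLD-1 and probe and 100% = wells lacking GLD-1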
Yeast superoxide: lowers age-related superoxide in aged yeast cells | 330,000 compounds, 0.18% hits | superoxide response (% of plate mean), % at 10 µM | S. cerevisiae aged cells, superoxide DHE fluorescence; active compounds read low | AID 2690;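 active = superoxide response under a set limit, about three screen SD below normal, cut at about 65% in these data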;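 also: yeast aged for seven days with compound at 30 °C before DHE staining; 100% = average MFI of all compound-treated wells on the plate with controls excluded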
Active calls of the source: *; ? = inconclusive; . = no result given.

Sample of the layout:
SMILES | CIT2-GFP yeast | MCL1-BIM inh | GRK2 inh | AGP1 TOR yeast | BCLXL inh | MEX-5 binding | VLA-4 inh | GLD-1 RNA inh | Yeast superoxide
Cc1cccc(OC(C)C(=O)NC2CCS(=O)(=O)C2)c1C (centres undefined) | 86 | 5 | 0 | 81 | 1 | -1.4 | -1 | 3 | 94
COc1ccc(Br)cc1C(=O)Nc1cccc(NC(=O)c2ccco2)c1 | 96 | 7 | 0 | 91 | 3 | -1.2 | 4 | 6 | 103

All compounds of this part, repeating the preview:
SMILES | CIT2-GFP yeast | MCL1-BIM inh | GRK2 inh | AGP1 TOR yeast | BCLXL inh | MEX-5 binding | VLA-4 inh | GLD-1 RNA inh | Yeast superoxide
Cc1cccc(OC(C)C(=O)NC2CCS(=O)(=O)C2)c1C (centres undefined) | 86 | 5 | 0 | 81 | 1 | -1.4 | -1 | 3 | 94
COc1ccc(Br)cc1C(=O)Nc1cccc(NC(=O)c2ccco2)c1 | 96 | 7 | 0 | 91 | 3 | -1.2 | 4 | 6 | 103
CC(=O)c1cccc(NC(=O)CN(c2ccc(F)cc2)S(C)(=O)=O)c1 | 104 | 7 | 1 | 103 | 5 | 0.8 | -15 | 7 | 96
O=C(Nc1ccccc1)N(Cc1ccc2c(c1)OCO2)Cc1nc2ccccc2c(=O)[nH]1 | 102 | 5 | 0 | 98 | 2 | 1.2 | -25 | -4 | 95
O=C(CCn1nnnc1CN1CCOCC1)N1CCC(c2cccc(Cl)c2)C1 (centres undefined) | 102 | -4 | 3 | 100 | 2 | -3.3 | -15 | 1 | 122
Cc1ccc(-c2nc3s/c(=C\c4ccco4)c(=O)n3n2)cc1 | 129 | 18 | 2 | 80 | 9 | -1.0 | -16 | 7 | 106
CCCn1c(N2CCN(CC(=O)NCc3cccs3)CC2)nc2ccccc21 | 99 | 11 | 1 | . | 8 | 0.2 | -2 | 0 | 111
CC(C)CCn1c(O)c(N=NC(=O)Cn2ccc(C(F)(F)F)n2)c2ccccc21 | 112 | -2 | 0 | 102 | -1 | 2.5 | 15 | 2 | 116
Cc1ccccc1-c1nc(CN(C)C(C)c2ccon2)c(C)o1 (centres undefined) | 104 | -1 | 2 | 101 | 3 | -1.2 | -5 | 2 | 106
C[C@@H]1CC=C[C@H]2[C@H]1C(=O)N(Cc1ccccc1)[C@H]2c1ccc(F)c(-c2ccc(N(C)C)cc2)c1 | 99 | -2 | 1 | 103 | 1 | 2.9 | 17 | 2 | 92
COc1cccc(=O)c2c(C)n(-c3cc(C)cc(C)c3)c(C)c12 | 92 | 0 | 0 | 90 | 8 | -3.9 | -6 | -3 | 127
CCOc1ccc(/C(C)=N/N2C(=O)C(CC(=O)Nc3ccc(OC)cc3[N+](=O)[O-])SC2=Nc2cccc(C)c2C)cc1 (centres undefined) | 92 | 2 | 19 | 97 | 3 | . | -15 | 0 | 105
Cc1ccc(Nc2nc(N)nc(CSC(=S)N3CCOCC3)n2)c(C)c1 | 102 | 5 | 0 | 104 | 3 | -1.0 | -6 | 7 | 102
CCNc1nc(NCC)nc(Oc2ccc(OCc3ccccc3)nn2)n1 | 107 | 2 | 1 | 112 | 11 | -1.0 | 7 | 0 | 94
Cn1nc([N+](=O)[O-])nc1Sc1ccc(C(C)(C)C)cc1 | 105 | 4 | 1 | 102 | 9 | 0.5 | 10 | 0 | 101
O=C(NCC(c1ccco1)N1CCc2ccccc21)c1cccc(F)c1 (centres undefined) | 87 | 2 | 1 | 90 | 2 | 1.5 | 7 | -3 | 104
CN1CC2(C)OC(=O)C(Cl)=C2CC1c1ccccc1 (centres undefined) | 96 | -4 | 0 | 98 | 1 | 1.9 | 20 | -3 | 101
O/N=C1\CCCCc2ccccc21 | 99 | 8 | 0 | 98 | 7 | 0.0 | 8 | -3 | 92
O=C(Nc1ccc(C(=O)N2CCN(c3ccccc3F)CC2)cc1)C1=CSCCO1 | 100 | 2 | 4 | 101 | 1 | -1.4 | 6 | 1 | 104
COc1ccc(CCc2nnc(CCC(=O)N(C)Cc3ccncc3C)o2)cc1 | 103 | 9 | 5 | 109 | 3 | 0.7 | 0 | 6 | 96
CCCN1CCN(C(=O)CN2C(=O)COc3ccc(S(=O)(=O)N(CC)CC)cc32)CC1 | 109 | 1 | 0 | 100 | -1 | 1.6 | 2 | -5 | 110
Cc1ccc(N2CC(O)=C(c3nc4ccccc4c(=O)[nH]3)C2=N)cc1C | . | 2 | 0 | 99 | 4 | 1.5 | 7 | 1 | 109
CNS(=O)(=O)c1ccc(NC(=S)Nc2ccc3c(c2)OCO3)cc1 | 89 | 8 | 0 | 97 | 8 | -1.6 | 4 | 6 | 99
Cc1noc(C)c1CSCC(=O)Nc1ccc(OC(F)F)c(Cl)c1 | 92 | 5 | 0 | 101 | 2 | 3.0 | 6 | 5 | 104
C/C(=N\Nc1ccc([N+](=O)[O-])cc1[N+](=O)[O-])C(C)C(C)C (centres undefined) | 108 | 4 | 1 | 98 | 6 | -1.4 | -7 | 2 | 110

Sorted by count of non-hydrogen atoms (descending): part of the list above.
SMILES | CIT2-GFP yeast | MCL1-BIM inh | GRK2 inh | AGP1 TOR yeast | BCLXL inh | MEX-5 binding | VLA-4 inh | GLD-1 RNA inh | Yeast superoxide
O=C(Nc1ccc(C(=O)N2CCN(c3ccccc3F)CC2)cc1)C1=CSCCO1 | 100 | 2 | 4 | 101 | 1 | -1.4 | 6 | 1 | 104
COc1ccc(CCc2nnc(CCC(=O)N(C)Cc3ccncc3C)o2)cc1 | 103 | 9 | 5 | 109 | 3 | 0.7 | 0 | 6 | 96
O=C(NCC(c1ccco1)N1CCc2ccccc21)c1cccc(F)c1 (centres undefined) | 87 | 2 | 1 | 90 | 2 | 1.5 | 7 | -3 | 104

Additional records
SMILES | CIT2-GFP yeast | MCL1-BIM inh | GRK2 inh | AGP1 TOR yeast | BCLXL inh | MEX-5 binding | VLA-4 inh | GLD-1 RNA inh | Yeast superoxide
COc1ccc(C(O)c2nc3ccccc3n2C(C)C)cc1 (centres undefined) | 109 | 2 | 3 | 107 | 7 | 2.8 | 0 | 3 | 99
CCSc1nc2c(c(=O)[nH]1)C(c1ccccn1)C1=C(CC(C)(C)CC1=O)N2 (centres undefined) | 86 | 9 | 3 | 91 | 7 | -0.9 | 15 | -2 | 93
CN1CCN(CC(=O)Nc2cccc([N+](=O)[O-])c2)CC1 | 93 | 4 | 3 | 104 | 7 | -0.7 | -3 | -10 | 96
CCOc1cc(NC(=O)c2cnccn2)c(OCC)cc1NC(=O)c1cccc(F)c1 | 107 | 4 | 68* | 104 | 4 | 0.8 | -1 | 2 | 118
O=C(Nc1ccc(F)cc1)c1cc(Cl)sc1Cl | 102 | -5 | 0 | 100 | -4 | . | 30 | 5 | 92
CCNc1nc(NCC)nc(N(n2cnnc2)S(=O)(=O)c2ccc(C)cc2)n1 | 102 | 6 | 0 | 100 | -2 | -0.3 | 10 | 0 | 108
O=C(O)CC(NCc1ccco1)C(=O)OCCCl (centres undefined) | 106 | -5 | 4 | 105 | 1 | 0.4 | -4 | -7 | 87
CCC(=O)N1CCc2cc(S(=O)(=O)N(CC)c3cccc(C)c3)ccc21 | 88 | 4 | 0 | 94 | 4 | 1.8 | 15 | 4 | 100
CCn1c(=O)n(CC)c2cc(S(=O)(=O)Nc3cc(C)cc(C)c3C#N)ccc21 | 102 | 7 | 0 | 101 | 7 | -0.1 | 7 | 5 | 98
COc1ccc(C2=NN(CCC(=O)NCc3cccs3)C(=O)CC2)cc1 | 91 | -4 | 1 | 103 | 1 | 1.9 | 14 | -2 | 119
COc1ccc(-c2nnnn2CCc2ccccc2)cc1 | 102 | -5 | 0 | 107 | -7 | 1.3 | 35 | 0 | 103
OC(COc1ccc2cc(Br)ccc2c1)CN1CCOCC1 (centres undefined) | 92 | 7 | 0 | 99 | 1 | 5.3 | 5 | -2 | 96
CCOC(=O)C1CCN(C(=O)CCC(=O)NCCc2ccc(Cl)cc2)CC1 | 88 | -4 | 0 | 94 | 2 | 1.0 | 4 | 0 | 92
CC1=C(C(=O)OCCNC(=O)c2ccccc2O)C(c2ccccc2[N+](=O)[O-])C(C(=O)OCC2CCCO2)=C(C)N1 (centres undefined) | 95 | 11 | 0 | 92 | 3 | -4.6 | -1 | -3 | 94
COc1ccc(CC(=O)Nc2ccc(S(=O)(=O)N3CCCC3)cc2)cc1OC | 110 | . | 4 | 101 | . | . | 14 | 1 | 79
CC1CCCCN1CCNC(=O)Cn1nc(-c2ccccc2)ccc1=O (centres undefined) | 87 | 5 | 0 | 91 | 2 | 1.5 | 7 | 8 | 119
O=C1CC(N2CCC(c3nc4ccccc4o3)CC2)C(=O)N1c1ccc(F)cc1 (centres undefined) | 98 | 1 | 0 | 94 | 4 | 1.6 | 9 | -3 | 104
CCOC(=O)C1(CCOC)CCN(C(=O)c2sccc2C)CC1 | 92 | 2 | 0 | 88 | -1 | -2.9 | -3 | -2 | 88
Cc1nonc1NC(=O)OCCN1CCOC1=O | 95 | -2 | 1 | 94 | -1 | -3.4 | 6 | 4 | 90
COc1ccc(NC(=O)CN2CCCCC2)cc1 | 85 | 3 | 0 | 96 | 1 | -3.3 | 12 | -6 | 93
Cc1cc(C)nc(N/N=C/c2ccncc2)n1 | 97 | -11 | 4 | 99 | -6 | 1.1 | -1 | -5 | 115
O=C(NC(=S)NNC(=O)c1cccs1)c1ccc(Br)o1 | 92 | 7 | 1 | 93 | 5 | -2.6 | 14 | 2 | 126
Nc1nnnn1/N=C/c1ccccc1 | 93 | . | 2 | 100 | . | 0.1 | 10 | . | 90
Cc1ccc(NS(=O)(=O)c2c(C)[nH]c(=O)[nH]c2=O)cc1F | 103 | . | 0 | 101 | . | -2.3 | -14 | . | 100
COCCNC(=S)N(CCc1c(C)[nH]c2ccc(F)cc12)Cc1ccco1 | 91 | 6 | 1 | 97 | 3 | 0.3 | 5 | -6 | 92
CCN(CC(=O)Nc1ccc2c(c1)OCCO2)C(=O)c1cc(=O)[nH]c2ccccc12 | 88 | 1 | 1 | 99 | 7 | 0.0 | 11 | 10 | 97
CN(C)S(=O)(=O)c1cccc(COc2ccccc2C(=O)Nc2ccccc2)c1 | 102 | -8 | 3 | 101 | -3 | 2.0 | 4 | -2 | 113
CN(C(=O)c1ccc(NC(=O)Cc2ccc(NC(=O)C3CCN(C(=O)c4ccccc4)CC3)cc2)cc1)C1CC1 | 105 | -1 | 1 | 111 | 2 | . | 1 | 2 | 100
CC1=CC2=NC(=O)/C(=C/c3coc4ccccc4c3=O)C(=N)N2O1 | 92 | 33 | 6 | 99 | 28 | ? | -28 | 33* | 91
N#Cc1ccc(NCCc2ccccn2)c([N+](=O)[O-])c1 | 105 | 5 | 0 | 107 | 2 | -1.6 | 5 | 1 | 98

Record cards, as listed above. Screens in order: CIT2-GFP yeast | MCL1-BIM inh | GRK2 inh | AGP1 TOR yeast | BCLXL inh | MEX-5 binding | VLA-4 inh | GLD-1 RNA inh | Yeast superoxide
CN1CCN(CC(=O)Nc2cccc([N+](=O)[O-])c2)CC1 across the screens: 93 | 4 | 3 | 104 | 7 | -0.7 | -3 | -10 | 96
CCC(=O)N1CCc2cc(S(=O)(=O)N(CC)c3cccc(C)c3)ccc21 across the screens: 88 | 4 | 0 | 94 | 4 | 1.8 | 15 | 4 | 100

Source: PubChem BioAssay

Compounds were not picked by outcome, and some 2.1% of all compounds hit somewhere here.
